High-throughput results: PubChem BioAssay, Sanford-Burnham Center for Chemical Genomics
SENP1 inh – inhibitors of human SENP1 SUMO protease catalytic domain | Q9P0U3 | recombinant SENP1 catalytic domain, CyPet-SUMO1-YPet FRET cleavage | inhibition, % at 10 µM | 360,000 tested, 0.21% active | AID 624204;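 active means inhibition at least 30% at 10 µM, raw YFP signal under a set limit, fluorescence ratio 0.5 to 1.5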;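 further: 0% = enzyme with DMSO and 100% = no enzyme wells; some results filed as inactive read as strong as hits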
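System: Recombinant human SENP1 catalytic domain, His6-tagged | Incubation: Enzyme reaction for 50 min at room temperature, dark | Medium: Tris pH 8 with BME, BSA, NP40 and catalase | Also added: 25 nM SUMO1 FRET substrate | Compound: 10 µM single point, 0.5% DMSO | Measured by: FRET fluorescence in CFP and YFP emission channels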
MPTP inh – permeability transition pore inhibition | isolated mouse mitochondria, Ca2+ swelling absorbance, 30 min | inhibition, % at 10 µM | 360,000 tested, 1.4% active;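 active means inhibition of 50% or more, scaled per plate between neutral and stimulator controls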;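 further: 0% = DMSO wells given calcium and 100% = 1 mM EGTA wells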
SENP8 inh – blocks human SENP8 cleavage of Nedd8 substrate; Q96LD8; recombinant SENP8, Nedd8 substrate fluorescence; inhibition, % at 20 µM; 360,000 tested, 0.64% active; in the data active means inhibition mostly above about 40%, no sharp cut-off; inactive means mostly below about 27%
hIAP act – increases human intestinal alkaline phosphatase activity; activation factor at 10 µM; purified human IAP, CDP-Star luminescence, 30 min; stronger effect = higher value; 1 = vehicle-only enzyme, 0 = enzyme-free background; 330,000 tested, 0.16% active; AID 2524;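 active means activation factor of the enzyme at least 2-fold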; further: the source names both 10 and 20 µM as test concentration; values of inactives mirror those of a sister screen read the other way
Target sequence (P09923 whole entry, looked up): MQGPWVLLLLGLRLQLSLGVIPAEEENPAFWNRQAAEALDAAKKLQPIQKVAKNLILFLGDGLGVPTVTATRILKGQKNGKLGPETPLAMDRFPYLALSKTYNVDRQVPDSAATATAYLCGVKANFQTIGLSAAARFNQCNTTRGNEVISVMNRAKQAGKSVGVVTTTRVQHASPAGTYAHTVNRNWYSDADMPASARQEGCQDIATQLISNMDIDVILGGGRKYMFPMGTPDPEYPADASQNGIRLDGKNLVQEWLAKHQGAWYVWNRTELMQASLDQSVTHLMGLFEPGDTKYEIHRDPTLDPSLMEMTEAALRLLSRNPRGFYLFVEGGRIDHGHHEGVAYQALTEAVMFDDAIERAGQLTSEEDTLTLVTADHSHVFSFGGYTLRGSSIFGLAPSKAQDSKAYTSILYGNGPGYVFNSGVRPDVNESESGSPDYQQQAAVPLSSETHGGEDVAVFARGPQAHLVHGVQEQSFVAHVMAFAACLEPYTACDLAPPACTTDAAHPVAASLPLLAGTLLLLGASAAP
ATG4B inh – blocks human ATG4B protease cleavage of LC3 substrate. 340,000 tested, 0.51% active. AID 504462. inhibition, % at 8.33 µM. Q9Y4P1. ATG4B cleavage of LC3-PLA2, NBD-HPC fluorescence, 1 h; in the data active means inhibition above about 40%
Target sequence (Q9Y4P1 whole entry, looked up): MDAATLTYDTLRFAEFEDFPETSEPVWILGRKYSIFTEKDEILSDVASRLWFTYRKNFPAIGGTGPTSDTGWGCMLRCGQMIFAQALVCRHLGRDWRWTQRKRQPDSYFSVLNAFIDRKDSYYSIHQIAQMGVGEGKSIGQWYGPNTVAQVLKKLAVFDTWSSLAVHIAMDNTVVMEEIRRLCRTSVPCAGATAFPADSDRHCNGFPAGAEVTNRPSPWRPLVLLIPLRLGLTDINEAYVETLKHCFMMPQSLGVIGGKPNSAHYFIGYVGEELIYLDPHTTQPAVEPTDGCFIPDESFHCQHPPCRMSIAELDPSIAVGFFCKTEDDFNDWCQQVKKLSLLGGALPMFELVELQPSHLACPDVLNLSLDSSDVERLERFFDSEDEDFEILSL
GRIN3A LBD mod – NR3A (human) ligand-binding domain modulation | 340,000 tested, 2.5% active | Tm shift relative to glycine control, % at 25 µM | NR3A LBD differential scanning fluorimetry, Tm shift; 0% = protein alone, 100% = glycine-bound protein;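 active means melting temperature shift of at least 10% of the positive control shift, at one fixed dose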
SENP6 inh – SENP6 protease inhibition; Q9GZR1; Recombinant SENP6 catalytic domain, aminoluciferin luminescence; 330,000 tested, 1.8% active; inhibition, % at 10 µM;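 active means inhibition above about 50% at the single tested dose, limit read from the data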;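 further: plate controls were DMSO wells with enzyme for no effect and DMSO wells lacking enzyme for full effect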
PfG6PD inh – PfG6PD (Plasmodium falciparum) enzyme inhibition | PfGluPho enzyme, NADPH resazurin-diaphorase fluorescence | inhibition, % at 20 µM | 350,000 tested, 0.78% active;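 active means inhibition reaching at least a set limit at 20 µM in the primary screen, cut at about 59% in these data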;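 further: 0% = DMSO wells with substrate and 100% = DMSO wells lacking glucose-6-phosphate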
Starred values were filed as active, the others as inactive; . = no result given.

structure	SENP1 inh	MPTP inh	SENP8 inh	hIAP act	ATG4B inh	GRIN3A LBD mod	SENP6 inh	PfG6PD inh
CCOC(=O)c1c(C)[nH]c(C(=O)OCC(=O)c2ccccc2)c1C	1	-0.7	-7	0.88	32	-7	51*	2
Cc1ccc(S(=O)(=O)c2cc(O)ccc2O)cc1C	-1	1.3	8	1	5	-3	-5	27
Cc1cc2oc(=O)cc(C)c2c(=O)o1	5	1.1	-66	0.95	3	-1	-5	13
CC1(C)CC(=O)c2cc(C(=O)NC3CCSC3=O)c(=O)n(-c3ccc(Cl)cc3)c2C1 (stereo not given)	2	0.6	-4	0.98	18	-3	-12	-2
Cn1nccc1C(=O)NC1CCCc2c1cnn2-c1ccc(C(C)(C)C)cc1 (stereo not given)	-2	98*	-6	1.2	-7	16*	-7	8
CCOC(=O)C1=C(C)N2C(=C(C#N)[C@@H]1c1ccc(C(=O)OC)cc1)SC[C@@]2(O)C(C)(C)C	0	2.5	-3	0.94	4	-8	-4	22
COc1ccc(COC(=O)c2ccc(Cl)c(S(=O)(=O)N3CCOCC3)c2)cc1F	2	0.9	7	1	-4	-2	5	21
CC(=O)N1CCc2cc(S(=O)(=O)CCC(=O)O)ccc21	2	-4.8	14	1.1	-5	2	12	-6
O=C(CSc1nc2ccccc2o1)N1N=C(c2cccs2)CC1c1ccc(F)cc1 (stereo not given)	0	-0.2	-358	0.85	0	-1	-5	17
O=[N+]([O-])C(C1CCS(=O)(=O)C1)C1CCS(=O)(=O)C1 (stereo not given)	2	4.2	10	1.1	2	1	-24	-14
CC(C)[C@H](NS(=O)(=O)c1ccc2c(c1)OCCO2)C(=O)OCC(=O)Nc1ccccc1Cl	2	0.9	13	1	-14	3	24	2
Cc1onc(-c2ccccc2)c1C(=O)OCc1nnc(-c2ccccc2)o1	3	-0.8	7	1	11	-1	-2	2
O=C1N(c2ccccc2C(F)(F)F)O[C@@]1(c1ccccc1)C1CCCCC1	1	-0.1	16	0.95	7	1	2	-9
CC(C)N(C(=O)Nc1ccc2nsnc2c1)C(C)C	.	.	.	0.92	6	2	98*	55
Cc1nc(N)nc(N)c1-c1ccc([N+](=O)[O-])cc1	-2	-1.9	13	.	-7	3	.	-1

Marked active in GRIN3A LBD mod, among the entries above:
Molecule	SENP1 inh	MPTP inh	hIAP act	ATG4B inh	GRIN3A LBD mod	SENP6 inh	PfG6PD inh
Cn1nccc1C(=O)NC1CCCc2c1cnn2-c1ccc(C(C)(C)C)cc1 (stereo not given)	-2	98*	1.2	-7	16*	-7	8

The listing continues:
structure	SENP1 inh	MPTP inh	SENP8 inh	hIAP act	ATG4B inh	GRIN3A LBD mod	SENP6 inh	PfG6PD inh
Cc1ccc(-n2nnc(-c3cccnc3Cl)n2)cc1	-2	0.1	12	0.87	-11	5	74*	9
COc1ccc(CC(=O)NCCC(C)C)cc1S(=O)(=O)N1CCOCC1	-1	-1.6	-8	1.1	0	-3	-9	-1
CN(C)c1nc(/C=C(\C#N)C(N)=O)c(Cl)n1-c1ccc(F)cc1	-2	-0.7	-37	0.96	-3	2	-2	3
O=C(OCC(=O)N1CCOCC1)c1cnc(Cl)c(Cl)c1	1	0.2	13	1	-6	0	-16	4
CC1(C)Cc2cccc(OCC(=O)NC3CC3)c2O1	2	1.4	6	0.85	-9	-1	-4	2
Clc1c(-c2ccccc2)nc2ccccn12	-1	-0.2	-217	0.85	7	1	65*	10
Cc1c(O)ccc2c(CN(C)Cc3ccccc3)cc(=O)oc12	-38	84*	-416	1	2	0	-10	-19
Cc1cc(C)cc(OCC(=O)N2N=C(C(F)(F)F)CC2(O)C(C)(C)C)c1 (stereo not given)	-1	57*	19	1.1	-1	-5	-10	4
CC(Cc1ccccc1)NC(=O)c1cc2ccccc2o1 (stereo not given)	3	1.1	11	0.91	-14	2	-6	21
CCN1CCN(C(=O)c2ccc(CS(=O)Cc3ccc(C)cc3)o2)CC1 (stereo not given)	-2	-1.4	12	1.1	-5	4	3	-16
Cc1cccc(NC(=O)CSc2nnc(C3CC3)n2CC2CCCO2)c1C (stereo not given)	1	-0.5	6	0.98	-2	4	-7	11
COc1ccc(C2N(c3cc(Cl)ccc3OC)C(=O)C3CCCN32)cc1 (stereo not given)	0	-2.4	3	0.95	-5	-1	2	15
O=C(C1CCCN1C(=O)c1cccs1)N1CCN(Cc2ccc3c(c2)OCO3)CC1 (stereo not given)	-3	0.5	21	0.97	-11	0	3	6
Cc1cccc(Cc2cnc(NC(=O)CN3C(=O)/C(=C/c4ccccc4)SC3=S)s2)c1	2	-0.6	22	1.1	2	-1	-3	2
CN1CCN(c2nc(-c3cccnc3)nc3ccccc23)CC1	-11	-0.5	-284	0.91	0	0	-12	-5
COC(C)(C)[C@H](O)COc1c2ccoc2cc2oc(=O)ccc12	-10	0.6	-118	1	-1	1	-18	-13
O=C(CCc1c[nH]c2ccccc12)NCC1CCCO1 (stereo not given)	1	1.8	7	1.2	-11	1	-14	7
Cc1cc(C(F)(F)F)c(C#N)c(N2CCOCC2)n1	4	-1.8	6	0.94	-3	-1	2	1
CSc1ccc(S(=O)(=O)NCC(=O)OCC(=O)NC2(C#N)CCCCC2)cc1[N+](=O)[O-]	0	-0.6	13	1.1	6	-7	-12	-7
O=C(O)c1ccc(S(=O)(=O)Nc2ccc3c(c2)OCCO3)cc1	-1	-0.7	16	1.2	0	4	29	-17
Cc1cccc(NC(=S)N(CCN(C)C)C(C)c2ccco2)c1 (stereo not given)	1	-2.1	13	1.1	5	-1	-16	-11
CC1(CCc2ccccc2)NC(=O)N(CC(=O)Nc2ccc(OC(F)F)cc2)C1=O (stereo not given)	2	-0.6	9	0.96	-14	-7	-11	8
O=C(O)c1ccccc1C(=O)c1cccc2c(F)cccc12	2	-1.0	11	.	0	-1	.	-9
CCC(=O)Nc1cccc(-c2cn3ccsc3n2)c1	2	1.9	20	1.1	0	-17	-20	1
O=C(CCS(=O)(=O)c1ccc(Cl)cc1)OCC(=O)N1CCCCC1	3	1.5	3	1.1	5	1	-9	-9
Cc1ccc(C(c2nnnn2C2CCCC2)N2CCc3ccccc32)cc1 (stereo not given)	-13	2.6	9	1	7	-1	7	-13
COc1ccc(C2=NO[C@@H]3C(=O)N(c4ccc5c(c4)OCCO5)C(=O)[C@H]23)cc1OC	-1	8.8	22	0.92	-12	3	2	0
C=CCN(c1ccccc1C(=O)O)S(=O)(=O)c1ccc(NC(=O)OC)cc1	0	2.1	14	1	-6	-2	-11	-2
O=C(CNCCc1ccc(F)cc1)Nc1cc(F)ccc1F	4	1.4	7	1.1	-1	-1	20	7
S=c1[nH]nc(COc2ccccc2)n1/N=C/c1ccc(Cl)cc1Cl	0	1.6	19	1.1	10	-2	-22	-3
CCC(=O)Nc1c2c(nn1-c1ccc(C)cc1C)CSC2	2	0.3	24	0.95	4	-8	-20	-9
CN(C(=O)C1CCCO1)c1nnc(-c2ccncc2)s1 (stereo not given)	-1	12	-201	1.1	-1	5	-9	-3
COc1ccc(C(=O)C2CCCN(Cc3sc(N4CCCC4)nc3Cl)C2)c(OC)c1 (stereo not given)	-4	2.3	6	0.98	18	-1	-30	17
CCC(C)NC(=O)CSc1nnc(-c2ccc(OC)c(OC)c2)c(-c2ccc(OC)c(OC)c2)n1 (stereo not given)	2	1.1	9	0.92	-3	1	1	-2
Cc1n[nH]c(C)c1S(=O)(=O)N1CCCC(C(=O)NC2CCCCC2)C1 (stereo not given)	-1	-0.9	-2	1.2	10	1	-10	-10
CCn1c(SCC(=O)Nc2nc(-c3ccc(C)cc3)cs2)nnc1-c1ccccc1O	1	0.6	7	0.87	-6	2	-2	15
Nc1c(Cl)cc(Cl)cc1C(=O)OCC(=O)N1CCOCC1	-2	-4.3	-382	1.2	1	3	-6	-7
Fc1ccc(CNC(=S)NC2CCCCCC2)cc1	3	1.6	16	1.1	44*	-2	-11	-7
CCOc1ccc(NC(=O)CN(C)C(=O)Cc2c(C)nc3ccccc3c2C)cc1OCC	-16	-0.7	-16	0.96	0	-3	0	2
CCCCC1CCCOC(C(=O)NCCNCCO)(C(F)(F)F)C1 (stereo not given)	2	-0.6	6	0.98	-1	1	-19	4
Cc1c(NC(=O)CN(C)CC(=O)Nc2ccc(F)c(F)c2F)c(=O)n(-c2ccccc2)n1C	1	-0.4	11	2.1*	-1	-6	4	7
CN1C(=O)c2ccccc2C(C(=O)O)C1c1cccc(F)c1 (stereo not given)	2	-1.5	34	1	-7	1	-15	18
COc1cc(/C=C2/SC(=S)N(C)C2=O)ccc1OC(=O)c1ccco1	34*	11	34	0.97	-5	4	5	-12
Cn1c(=O)cc(C(=O)N/N=C/c2ccc(F)cc2)[nH]c1=O	1	2.8	-20	1.1	-3	-1	-16	-6
C1CCCCCC2(CCCCC1)OCC(CN1CCOCC1)O2 (stereo not given)	2	8.9	8	1	18	-16	-15	-6

Gathered by group, the entries above containing a Cl atom (12)
structure	SENP1 inh	MPTP inh	SENP8 inh	hIAP act	ATG4B inh	GRIN3A LBD mod	SENP6 inh	PfG6PD inh
CC1(C)CC(=O)c2cc(C(=O)NC3CCSC3=O)c(=O)n(-c3ccc(Cl)cc3)c2C1 (stereo not given)	2	0.6	-4	0.98	18	-3	-12	-2
COc1ccc(COC(=O)c2ccc(Cl)c(S(=O)(=O)N3CCOCC3)c2)cc1F	2	0.9	7	1	-4	-2	5	21
CC(C)[C@H](NS(=O)(=O)c1ccc2c(c1)OCCO2)C(=O)OCC(=O)Nc1ccccc1Cl	2	0.9	13	1	-14	3	24	2
Cc1ccc(-n2nnc(-c3cccnc3Cl)n2)cc1	-2	0.1	12	0.87	-11	5	74*	9
CN(C)c1nc(/C=C(\C#N)C(N)=O)c(Cl)n1-c1ccc(F)cc1	-2	-0.7	-37	0.96	-3	2	-2	3
O=C(OCC(=O)N1CCOCC1)c1cnc(Cl)c(Cl)c1	1	0.2	13	1	-6	0	-16	4
Clc1c(-c2ccccc2)nc2ccccn12	-1	-0.2	-217	0.85	7	1	65*	10
COc1ccc(C2N(c3cc(Cl)ccc3OC)C(=O)C3CCCN32)cc1 (stereo not given)	0	-2.4	3	0.95	-5	-1	2	15
O=C(CCS(=O)(=O)c1ccc(Cl)cc1)OCC(=O)N1CCCCC1	3	1.5	3	1.1	5	1	-9	-9
S=c1[nH]nc(COc2ccccc2)n1/N=C/c1ccc(Cl)cc1Cl	0	1.6	19	1.1	10	-2	-22	-3
COc1ccc(C(=O)C2CCCN(Cc3sc(N4CCCC4)nc3Cl)C2)c(OC)c1 (stereo not given)	-4	2.3	6	0.98	18	-1	-30	17
Nc1c(Cl)cc(Cl)cc1C(=O)OCC(=O)N1CCOCC1	-2	-4.3	-382	1.2	1	3	-6	-7

(continued)
structure	SENP1 inh	MPTP inh	SENP8 inh	hIAP act	ATG4B inh	GRIN3A LBD mod	SENP6 inh	PfG6PD inh
COc1ccc(NC(=O)c2nn(C34CC5CC(CC(C5)C3)C4)cc2[N+](=O)[O-])cc1	3	-1.2	2	1	10	-2	9	-14
COc1cc2c3c(c1OC)C1(C=CC(=O)C=C1)CC3N(C(=O)c1ccccc1)CC2 (stereo not given)	1	-1.0	15	0.91	7	-2	-25	1
CCCc1cc(=O)[nH]c(SCC(N)=O)n1	-1	-0.9	20	1	-8	1	-17	-2
Cc1cc(C)c(NS(=O)(=O)c2ccccc2)c(C)c1	1	1.3	16	.	4	1	.	-5
